Source: PubChem (PCMD)
FXIa single inh: human FXIa protease inhibitors, primary screen, biochemical, single compound per well; Coagulation factor XI (Homo sapiens), P03951; purified human FXIa, fluorogenic AMC substrate cleavage; inhibition, % at 10 µM; hit rate 0.3% among 33,000; AID 687, 2007;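 active = inhibition above 40% in the primary screen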;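 also: 0% = enzyme without compound and 100% = blank wells lacking enzyme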
FXIIa single: human FXIIa protease inhibitors, primary screen, biochemical, single well; Coagulation factor XII (Homo sapiens), P00748; purified human FXIIa, AMC substrate fluorescence, 2 h; inhibition, % at 10 µM; hit rate 0.2% among 33,000; AID 701, 2007; in the data active = inhibition above about 30%;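 also: 0% = enzyme with vehicle only and 100% = no enzyme blank; many of its hits are not listed in these tables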
Target sequence (P00748 20-372 limits assumed): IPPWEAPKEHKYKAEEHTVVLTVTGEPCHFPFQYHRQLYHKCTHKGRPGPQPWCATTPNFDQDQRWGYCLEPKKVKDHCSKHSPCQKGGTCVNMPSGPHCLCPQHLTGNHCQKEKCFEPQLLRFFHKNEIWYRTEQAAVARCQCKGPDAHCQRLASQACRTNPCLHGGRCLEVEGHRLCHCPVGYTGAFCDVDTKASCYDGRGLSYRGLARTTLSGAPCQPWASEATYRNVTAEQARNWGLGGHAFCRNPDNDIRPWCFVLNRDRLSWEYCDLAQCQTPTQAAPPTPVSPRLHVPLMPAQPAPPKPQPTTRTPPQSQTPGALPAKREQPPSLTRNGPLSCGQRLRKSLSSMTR
Target sequence (P00748 373-615 limits assumed): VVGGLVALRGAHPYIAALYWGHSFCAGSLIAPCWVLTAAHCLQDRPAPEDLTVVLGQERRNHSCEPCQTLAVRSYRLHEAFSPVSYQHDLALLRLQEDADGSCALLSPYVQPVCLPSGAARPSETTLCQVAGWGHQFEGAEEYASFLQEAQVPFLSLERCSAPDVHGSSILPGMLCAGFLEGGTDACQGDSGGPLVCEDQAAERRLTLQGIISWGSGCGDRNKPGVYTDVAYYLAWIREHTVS
Active calls of the source: *. The list is partial, so the mix of outcomes need not match the whole.

Under each structure: FXIa single inh | FXIIa single
- CC1(C)CC(=O)C(C2C3=C(CC(C)(C)CC3=O)Oc3ccccc32)=C(O)C1 (stereo unspecified)
→ -2 | -6
- COc1cc(CC(=O)NCc2ccccn2)cc(OC)c1OC
→ -14 | -11
- O=C(CSc1ncn[nH]1)Nc1nc(-c2ccccc2)cs1
→ 6 | 5
- COc1ccc(OC)c(S(N)(=O)=O)c1
→ -3 | -4
- COc1ccc(OC)c(C(=O)c2ccccc2)c1
→ -11 | 5
- Cc1c(NC(=O)CCSc2ccc(Cl)cc2)c(=O)n(-c2ccccc2)n1C
→ 14 | -12
- COC(=O)c1ccc(C(=O)OC)c(NC(=O)CN(c2ccc3c(c2)OCO3)S(C)(=O)=O)c1
→ -4 | 6
- CC(C)CN1C(=O)CC(Sc2ccccc2C(=O)O)C1=O (stereo unspecified)
→ 32 | -13
- O=C(CSc1ncn[nH]1)NCCOc1ccccc1
→ -2 | -1
- COc1ccc(OCCOC(=O)c2ccc(-n3cnnn3)cc2)cc1
→ 1 | 8
- CSc1nc(C)cc(SCC(=O)Nc2ccc(Cl)cc2Cl)n1
→ 0 | -17
- Cc1nn(C)cc1CNC(=O)c1ccccc1Br
→ -3 | 3
- Cc1ccc(S(=O)(=O)CC(=O)N(C)C)cc1
→ 4 | 2
- Cc1ccc(Cn2cccc(NC(=O)c3ccco3)c2=O)cc1
→ 3 | 6
- Cc1cc(-c2cc(-c3ccc(Cl)cc3)nc(N)c2C#N)co1
→ -7 | -3
- Nc1nc(SCC(=O)Nc2ccccc2-c2ccccc2)n[nH]1
→ -12 | 21
- CCCS(=O)(=O)N1CCN(C(=O)c2ccccc2F)CC1
→ 3 | 5
- NC(=O)CSc1nnc(-c2ccco2)n1N
→ -10 | 4
- O=C(COC(=O)c1ccccc1C(=O)N1CCN(c2ccc(F)cc2)CC1)NCc1ccccc1
→ -10 | -3
- CCCCC(NC(=O)c1ccc(Cl)cc1)C(=O)O (stereo unspecified)
→ 3 | 5

Under each structure: FXIa single inh | FXIIa single
- CCCn1c(Nc2ccc(Cl)cc2)nc2ccccc21
→ -1 | 2
- CNC(=O)CN(C)S(=O)(=O)c1ccc(F)cc1
→ -7 | 15
- COc1cc(C(=O)Nc2nnc(-c3sccc3C)s2)cc(OC)c1OC
→ 1 | 1
- Clc1ccc(NC2=NCCCCC2)cc1
→ -5 | -1
- CC(=C/c1ccccc1)/C=N/NC(=O)c1cnccn1
→ -1 | 1
- COc1ccc(C2N(S(=O)(=O)c3ccccc3)CCN2S(=O)(=O)c2ccc(C)cc2)cc1 (stereo unspecified)
→ -1 | 3
- CCN(Cc1ccccc1)C(=O)COC(=O)c1n[nH]c2ccccc12
→ 0 | 8
- O=C(COc1ncnc2c(Cl)cc(Cl)cc12)NC1CCCCCC1
→ -6 | 5
- COCCn1c(=O)c2c3c(sc2n(CC(N)=O)c1=O)CCCC3
→ 3 | 2
- Cc1ccc(NC(=O)CSc2nnc(-c3cccs3)n2Cc2ccco2)cc1
→ -2 | 4
- c1ccc(-n2cnnc2SCc2cn3cccnc3n2)cc1
→ -1 | -7
- CC(c1ccccc1)N1C(=O)c2ccc(C(=O)NCc3ccco3)cc2C1=O (stereo unspecified)
→ 2 | -3
- CCCn1nc(NC(=O)c2ccccn2)c2cc3cc(C)ccc3nc21
→ 6 | -7
- CCOc1ccccc1NC(=O)C1CCCN(C(=O)Nc2ccccc2)C1 (stereo unspecified)
→ 0 | -14
- Cc1ccc(C(=O)Nc2cccnc2)cc1S(=O)(=O)N1CCOCC1
→ -1 | -1
- CCOC(=O)N1CCN(CC(=O)Nc2c(C(=O)OC)[nH]c3cc(C)ccc23)CC1
→ 1 | 7
- O=C(O)CC(=O)Nc1ccccc1C(=O)O
→ -3 | -6
- CCC(C)(C(=O)NC1CCCC1)N(Cc1ccco1)C(=O)Cc1cccs1 (stereo unspecified)
→ 6 | -3
- CSc1ccc(S(=O)(=O)NC2CCCCC2)cc1
→ 3 | 10
- COc1ccc(-c2ccc(OC)cc2)cc1
→ 2 | 5

Under each structure: FXIa single inh | FXIIa single
- O=S1(=O)c2ccccc2N=NN1Cc1cc(Cl)cc(Cl)c1
→ 3 | 4
- CC(C)On1c(SC(C)C)nc2ccccc2c1=O
→ -2 | 4
- COc1ccc(C(=O)Nc2nc3ccccc3c(=O)[nH]2)cc1
→ 7 | 7
- CCOC(=O)CN1C(=O)S/C(=C/c2cc(C)n(-c3ccccn3)c2C)C1=O
→ -1 | -7
- Cc1ccc(NC(=O)COc2ccc(S(=O)(=O)N3CCOCC3)cc2)cc1
→ -5 | 4
- CC1(C)CC(=O)C=C(NCCO)C1
→ -1 | 3
- O=C(CCN1CCN(Cc2ccccc2)CC1)Nc1ccc(OCc2ccccc2)cc1
→ -5 | -1
- O=C(NCCc1ccccc1)C(=O)N/N=C/c1ccccc1C(F)(F)F
→ -9 | 10
- O=C(Cn1cc(C(=O)c2ccco2)c2ccccc21)Nc1ccccc1
→ 10 | 7
- CC(C)(C)C1CCC(OC(=O)CN2CCOCC2)CC1 (stereo unspecified)
→ 0 | 3
- COc1ccc(Cl)cc1NC(=O)CSc1nnc(COc2ccccc2)n1N
→ -2 | 6
- Cc1ccc(-c2nnn(CC(=O)N(c3ccccc3)C(C(=O)NC(C)(C)C)c3cccs3)n2)o1 (stereo unspecified)
→ 5 | -17
- Cc1ccc(C)c(N=C2CCCN2Cc2ccccc2)c1C#N
→ -10 | 5
- O/N=C(\c1ccc(Cl)cc1Cl)c1ncc(C(F)(F)F)cc1Cl
→ -6 | 5
- CC1(C)OC(=O)C2(Cc3ccccc3N3CCCCC32)C(=O)O1 (stereo unspecified)
→ -4 | 6
- COc1ccc(CNC(C)(C)C)cc1Cl
→ 7 | 5
- CCCCOC(=O)Nc1ccccc1C(=O)OC
→ -10 | 5
- Cc1c(Cl)cccc1N1C(=O)C(N2C(=O)c3cccc([N+](=O)[O-])c3C2=O)C1c1cccs1 (stereo unspecified)
→ 4 | 5
- Cc1cc(C(F)(F)F)c(C#N)c(=O)[nH]1
→ -6 | -10
- CC1(C)C(=O)N(OCc2ccccc2)C(C)(C)C(=O)N1OCc1ccccc1
→ -2 | 6

Under each structure: FXIa single inh | FXIIa single
- CC(C)(C)NCCOc1ccc(Br)cc1
→ 22 | -17
- CCC(=O)Nc1nc(-c2ccc3c(c2)OCCO3)cs1
→ 2 | 6
- CCSC1(SCC)N=C(N)C2(C#N)C(c3ccc(F)cc3)C12C#N (stereo unspecified)
→ 8 | 5
- CN(C)Cc1cc(CN(C)C)c(O)c(CCc2ccccc2)n1
→ 21 | -15
- CCOC(=O)C(Cc1ccccc1)(NC(C)=O)C(=O)OCC
→ -3 | -1
- CCN1CCN(c2nc(SC)nc3sc4c(c23)CC(C)(C)OC4)CC1
→ 5 | 8
- CC12CCC(c3nnc(SCc4ccc(Cl)cc4)nc31)C2(C)C (stereo unspecified)
→ 4 | -14
- O=C(NCCN=C1NS(=O)(=O)c2ccccc21)c1ccc(S(=O)(=O)N2CCOCC2)cc1
→ 2 | 5
- Cc1ccc(C(=O)NCCN(C)C)cc1C
→ -6 | 0
- CN1CCCc2cc(C=O)ccc21
→ -1 | -17
- CC(CCc1ccccc1)NC(=O)C(Cc1ccccc1)NS(=O)(=O)c1cccs1 (stereo unspecified)
→ 0 | 6
- Cc1cc(Oc2ccccc2)nc(NCc2ccccc2)n1
→ -1 | 6
- Cc1cccc(NC(=O)CSc2nnc([C@@H](N)Cc3ccccc3)o2)c1C
→ 23 | -15
- O=C(Nc1ccn(Cc2ccc(Cl)cc2)n1)c1ccc2c(c1)OCO2
→ -1 | 7
- COC(=O)[C@@H](N)CS
→ 3 | 1
- CCn1c(SCC(=O)c2[nH]c(C)c(C(C)=O)c2C)nnc1-c1ccccc1
→ 41* | -10
- COC(=O)c1ccc(S(=O)(=O)N2CCC(c3nc4ccccc4o3)CC2)cc1
→ 6 | 0
- O=C(Cn1nnc(-c2cccs2)n1)NCCc1ccccc1
→ 4 | 5
- CCOc1cc(C2C(C#N)=C(N)OC(C)=C2C(C)=O)c(Br)c(Br)c1OC(C)C (stereo unspecified)
→ -7 | 4
- CC(C)(C)NC(=O)CN(Cc1cccs1)C(=O)CNS(=O)(=O)c1ccccc1
→ -7 | 6

Under each structure: FXIa single inh | FXIIa single
- Cc1cc(NS(=O)(=O)c2ccc(N)cc2)no1
→ 5 | -1
- Cc1ccc(NS(=O)(=O)c2ccc(NS(=O)(=O)c3cccs3)cc2)cc1
→ 7 | 10
- COc1cc(C(C#N)N2CCCCC2)ccc1O (stereo unspecified)
→ -4 | 5
- Cc1ccccc1OCC(=O)Nc1ccccc1CO
→ 4 | 7
- O=C(Cc1ccccc1)Nc1ccc(NC(=O)c2ccco2)nc1
→ 3 | 17
- O=C(CSc1nc2ccccc2[nH]1)Nc1ccc(F)c(F)c1
→ 17 | -10
- CC1(C)c2ssc(=S)c2-c2ccccc2N1C(=O)c1ccco1
→ 4 | 34*
- CCCCc1nnc(NC(=O)CSc2nc(=O)cc(N)n2-c2cccc(C)c2)s1
→ 1 | 5
- O=[N+]([O-])c1ccc(Sc2nnnn2-c2ccccc2)c(Cl)c1
→ -10 | 5
- O=C(O)c1ccc(OC(F)(F)C(F)C(F)(F)F)cc1 (stereo unspecified)
→ 3 | -1
- COc1ccc(N2CCN(C(c3cc4cc(C)ccc4[nH]c3=O)c3nnnn3Cc3ccccc3)CC2)cc1 (stereo unspecified)
→ -4 | 0
- Cc1cc(C)cc(NC(=O)CSc2nnc(CN3CCOCC3)n2C)c1
→ -8 | 1
- O=c1[nH]c2cc3c(cc2cc1CN(CCc1ccccc1)Cc1nnnn1CC1CCCO1)OCO3 (stereo unspecified)
→ 3 | 13
- CCc1ccc2[nH]c(=O)c(CN(CCN3CCOCC3)C(=O)Nc3ccccc3F)cc2c1
→ -3 | 3
- Cc1cccc(N2CCN(C(=O)Cc3ccc(Br)cc3)CC2)c1C
→ -4 | 3
- Cc1cc(C)cc(NC(=O)Cn2c(=O)oc3cc(S(=O)(=O)N4CC(C)CC(C)C4)ccc32)c1 (stereo unspecified)
→ -2 | 6
- CCOc1ccc2nc(NS(=O)(=O)Cc3ccccc3)sc2c1
→ 24 | -7
- Cc1ccc2c(c1)C(=O)CCN2
→ 12 | 8
- Cc1cc2c(NCC(C)O)ncnc2s1 (stereo unspecified)
→ -2 | 1
- O=c1oc(-c2ccc(Br)o2)nc2ccccc12
→ 12 | 23

Under each structure: FXIa single inh | FXIIa single
- COCP(=O)(c1ccccc1)c1ccccc1
→ -4 | -1
- CCC(CO)NC(=O)c1ccc(-c2nn(C)c(=O)c3ccccc23)cc1 (stereo unspecified)
→ -3 | 2
- CCc1ccc(NC(=O)c2sccc2-n2cccc2)cc1
→ 7 | 4
- Cc1cc(=O)c(C(=O)O)cn1Nc1ccc(Cl)cc1
→ -10 | 1
- O=C(Oc1ccc(Cl)c2ccccc12)N1CCCCC1
→ 16 | -11
- COC(=O)C1=C(O)/C(=C\c2ccc(CNC(=O)C(=O)Nc3ccc(C)cc3)o2)N=C1C
→ 37 | -10
- COCCNC(=O)c1nc2c(nnn2Cc2cc(C)ccc2C)c(=O)[nH]1
→ -1 | 9
- COc1ccc2c(c1)c1ccccc1n2C
→ 1 | 5
- Cc1cc(NC(=O)CSc2nc(CC(C)(C)C)nc3c2c(=O)n(C)c(=O)n3C)no1
→ 7 | 6
- COc1ccc2ccc3c(c2c1)N=C[C@]1(O3)N(C)c2ccccc2C1(C)C
→ 4 | 0
- CC(C)(C)C(=O)c1cnc(Nc2ccccc2Cl)s1
→ 3 | 6
- O=C(O)CC1S/C(=N/N=C/c2ccc(-c3ccccc3[N+](=O)[O-])o2)NC1=O (stereo unspecified)
→ 13 | 9
- CSc1nc(-c2ccco2)cc(C(F)(F)F)c1C#N
→ 1 | -19
- CCOC(=O)c1sc(Nc2ccc(C)cc2C)nc1C
→ 1 | 16
- COc1ccc(-c2cc(-c3ccc(Br)cc3)nc3ncnn23)cc1OC
→ 6 | -33
- COc1ccc(C(=O)Nn2c(SCC(=O)NCc3ccccc3)nc3ccccc3c2=O)cc1
→ 1 | 1
- COc1ccsc1C(=O)N1CCN(Cc2ccc3c(c2)OCO3)CC1
→ -3 | 0
- O=C(Nc1ccc(Cl)cc1C(=O)NCCN1CCOCC1)c1ccco1
→ 2 | 6
- O=C(CSc1nc2cc(Cl)ccc2o1)NCCc1ccccc1
→ 3 | -2
- N#Cc1cc2c(nc1SCc1cccc(Cl)c1)CCCCC2
→ -10 | 2

Under each structure: FXIa single inh | FXIIa single
- COc1ccc(CC(=O)N2CCCc3ccccc32)cc1
→ -9 | 6
- COc1ccc(CCNC(=O)NC2CCCCC2)cc1
→ -5 | -1
- CCOC(=O)c1sc(NC(=O)CSc2nc(C)cc(C(F)(F)F)n2)c(C#N)c1C
→ 3 | 4
- O=C(CSc1nnc(CNC(=O)c2ccccc2F)o1)Nc1ccc2c(c1)OCCO2
→ 0 | 3
- Cc1cc(NC(=O)COC(=O)C2CCN(S(=O)(=O)c3c(Cl)cccc3Cl)CC2)no1
→ -9 | 1
- CCC(=O)NC(O)C(=O)c1ccc(C)cc1 (stereo unspecified)
→ 7 | 2
- CCCn1c(NCc2c[nH]c3ccccc23)nc2ccccc21
→ -1 | 4
- O=C(O)c1cccc(S(=O)(=O)NCC2CCCO2)c1 (stereo unspecified)
→ -7 | 4
- Cc1nnsc1C(=O)Nc1ccc(Cl)cc1Cl
→ 1 | 5
- CCn1c(SCc2nnc(-c3ccccc3)o2)nc2c1c(=O)n(C)c(=O)n2C
→ -2 | 5

Compound profiles (already shown). Order of values: FXIa single inh	FXIIa single
O=C(O)c1cccc(S(=O)(=O)NCC2CCCO2)c1 (stereo unspecified) as listed: -7	4
CCOC(=O)c1sc(NC(=O)CSc2nc(C)cc(C(F)(F)F)n2)c(C#N)c1C as listed: 3	4
CCCn1c(NCc2c[nH]c3ccccc23)nc2ccccc21 as listed: -1	4
COc1ccc(CCNC(=O)NC2CCCCC2)cc1 as listed: -5	-1
CCn1c(SCc2nnc(-c3ccccc3)o2)nc2c1c(=O)n(C)c(=O)n2C as listed: -2	5
